Yfh1-off respiration = enhancers of respiration in Yfh1-depleted yeast, dose response, Friedreich's ataxia, plus single-dose screen (AID 1465); fold induction at 50 µM, or EC50 in µM where a hit was titrated; S. cerevisiae Yfh1-off respiration, WST-1 reduction, 72 h; higher fold induction means a stronger effect; 0.074% of 220,000 active;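 active = fold induction of absorbance versus untreated yeast above a set limit, then at least 30% activation at any dose in follow-up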;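 also: activators that raise dye reduction in frataxin-depleted yeast; strong numbers were not always called active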
NOD2 inhibition = inhibition of NOD2-driven NF-kB reporter – cell-based, luminescence, uHTS, HEK293 (AID 1566) | 0.63% of 290,000 active | HEK293 NOD2/NF-kB luciferase reporter, luminescence; higher % means a stronger effect | inhibition, % at 4 µM; hits with a dose series show EC50 in µM; also: many of its hits are not listed in these tables
NTR1 agonist = NTR1-driven beta-arrestin-GFP spot formation – imaging, U2OS cells, high content, primary screen (AID 493036); activation, % at 20 µM; P30989; 0.17% of 330,000 active; agonist mode;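 active = activation at or above 40% of the spot to cytoplasm intensity ratio, with at least 20 cells analyzed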;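 also: 0% = DMSO without peptide and 100% = 100 nM NTR1 peptide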
Target sequence (P30989 whole entry, looked up): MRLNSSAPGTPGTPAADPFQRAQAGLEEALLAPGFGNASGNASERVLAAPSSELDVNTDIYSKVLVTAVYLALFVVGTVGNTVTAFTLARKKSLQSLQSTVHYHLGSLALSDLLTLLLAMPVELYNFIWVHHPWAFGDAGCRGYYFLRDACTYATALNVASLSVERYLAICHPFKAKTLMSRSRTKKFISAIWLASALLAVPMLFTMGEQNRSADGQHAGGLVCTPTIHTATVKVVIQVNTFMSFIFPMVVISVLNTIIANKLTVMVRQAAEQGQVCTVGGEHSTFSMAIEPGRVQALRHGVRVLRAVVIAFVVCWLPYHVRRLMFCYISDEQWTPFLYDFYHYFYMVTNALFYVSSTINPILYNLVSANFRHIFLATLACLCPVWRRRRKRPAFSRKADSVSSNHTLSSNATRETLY
KOR beta-arrestin-1 = kappa opioid receptor blockers – cell-based, luminescence, uHTS (AID 1778). one-dose inhibition, % at 10 µM; IC50 in µM for titrated hits. 0.091% of 290,000 active. KOR beta-arrestin recruitment, luminescence, antagonist mode; higher % means a stronger effect; also: strong numbers were not always called active
NOD1 NF-kB reporter = NOD1 signaling inhibitors, primary screen, cell-based, luminescence, uHTS (AID 1578); NOD1-driven NF-kB luciferase reporter cells, luminescence; higher % means a stronger effect; inhibition, % at 4 µM, or EC50 in µM where a hit was titrated; 1% of 290,000 active; in the data active = inhibition mostly above about 36%, no sharp cut-off; inactive = mostly below about 34%;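 also: HEK-293T reporter cells stimulated with the NOD1 agonist gamma-tri-DAP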
TNAP activators = stimulation of alkaline phosphatase TNAP activity – biochemical, luminescent, no phosphate acceptor, uHTS, primary screen (AID 1001) | purified TNAP, luminescent activation assay, no phosphate acceptor; higher activation fold means a stronger effect | activation fold at 20 µM, or EC50 in µM where a hit was titrated | 0.03% of 200,000 active; in the data active = activation fold from about 3, or a potency from the dose series; inactive = the rest, 99 in 100 with activation fold below about 1.6; also: many of its hits are not listed in these tables
CSM14.1 death rescue = protection against thapsigargin-triggered cell killing – 384-well, CSM14.1, ATP luminescence, primary screen (AID 1222). cellular ATP content (survival), % at 20 µM; hits with a dose series show EC50 in µM. CSM14.1 thapsigargin-induced death rescue, ATP luminescence; higher % means a stronger effect. 190,000 tested, under 10 active;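 active = EC50 below 50 µM in the dose-response confirmation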;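 also: death triggered by thapsigargin at about 15 µM added after 2 h compound pretreatment; cell ATP read after overnight thapsigargin exposure of roughly 18 to 22 hours; normalized against plate controls of thapsigargin alone and 5% DMSO vehicle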
GPR55 beta-arrestin = selective activators of receptor GPR55 – imaging, U2OS cells, beta-arrestin-GFP redistribution, primary screen (AID 1961) | U2OS GPR55 beta-arrestin-GFP redistribution imaging; higher % means a stronger effect | activation, % at 10 µM; hits with a dose series show EC50 in µM | 0.048% of 290,000 active;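 active = activation above 40% with more than 50 cells counted in the well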;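 also: U2OS osteosarcoma cells stably expressing GPR55 and beta-arrestin-GFP; plate controls were DMSO negative control for no effect and LPI positive control for full effect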
KOR beta-arrestin-2 = KOR agonists, beta-arrestin recruitment, primary screen, cell-based, luminescence, uHTS (AID 1777); KOR beta-arrestin recruitment, luminescence; higher % means a stronger effect; one-dose activation, % at 10 µM; EC50 in µM for titrated hits; 0.02% of 280,000 active; in the data active = activation above about 50%, passing the limit was not always enough; also: a part of the inactive calls stands beside numbers as strong as those of hits
NTR1 agonist cell count 20 µM = second read-out of NTR1 agonist, no call of its own (marks repeat the call); cell count; measured here: cell count, cytotoxicity flag
An asterisk follows results filed as active; i = inactive; x = not tested or not shown; [ ] = another dose, or the depositor's remark. Rule as the data show it, unless noted: active = inhibition above about 50%; inactive = the rest. Some of the compounds tested; the hit share may differ from the screen's.

Values in the order – NOD1 NF-kB reporter	GPR55 beta-arrestin	NTR1 agonist	KOR beta-arrestin-1	CSM14.1 death rescue	KOR beta-arrestin-2	TNAP activators	NOD2 inhibition	NTR1 agonist cell count 20 µM	Yfh1-off respiration
1) C=C(C)Cn1c(NCCC)nc2c1c(=O)n(C)c(=O)n2C
→ -26.6%	0.7%	2.4	-18.4%[20 µM]	x	-3.0%	x	2.6%	43	x
2) CCC(=O)Nc1c(-c2ccccc2)c(=O)c2ccccc2n1C
→ -9.2%	0.2%	1.5	3.1%	x	3.6%	x	4.1%	44	i
3) CCOc1ccccc1NC(=O)CN(c1ccc(C)cc1)S(=O)(=O)c1c(C)noc1C
→ 15.1%	-0.1%	4.8	-6.7%	x	-3.8%	1.1	16.2%	51	i
4) CCC1CCCCN1C(=O)CSc1nc(N)c(NC(=O)c2ccc(OC)c(OC)c2)c(=O)[nH]1 (stereo not drawn)
→ -5.9%	-0.1%	3.0	28.8%	-4.7%	-0.6%	1.1	4.4%	48	i
5) O=C(CC1CCCC1)N1CCCC(Nc2ccc(F)cc2)C1 (stereo not drawn)
→ -32.4%	-0.2%	-1.1	7.3%	x	3.7%	x	-7.6%	49	x
6) Cc1ccc(Oc2c(CO)c(-c3ccccc3)nn2C)cc1
→ 1.9%	-0.6%	2.5	-17.4%	-0.9%	2.3%	1.1	10.7%	65	i
7) CCCCN1CC(COc2ccccc2)OC1=O (stereo not drawn)
→ 3.1%	0.0%	-0.6	-12.4%	-0.2%	3.2%	1	6.1%	57	i
8) Cc1nn(-c2ccccc2)c(C)c1/C=N/NC(=O)CSc1nnc(-c2ccccc2)n1-c1ccc(Cl)cc1
→ 47.7%	-0.2%	8.6	-37.6%	-2.2%	3.6%	1.1	-22.7%	96	i
9) CCc1cc(C(=O)N2CCCC(C(=O)c3cccc(OC(C)C)c3)C2)n(C)n1 (stereo not drawn)
→ -16.8%	-0.1%	0.4	-0.3%[20 µM]	0.7%	x	1	17.0%	50	i
10) CC(=O)c1nn(-c2cccc(Br)c2)cc1C(=O)c1ccc(Cl)cc1
→ -34.3%	0.0%	3.3	-61.9%	-3.2%	3.4%	1.1	-2.6%	87	i
11) N#Cc1ccccc1OCCN1C(=O)c2ccccc2C1=O
→ -21.0%	-0.2%	2.5	5.4%	-1.6%	-3.2%	1	-9.2%	61	i
12) Cc1ccc(Cn2ncn3c(cc4ccccc43)c2=O)cc1
→ -3.2%	0.6%	2.0	1.3%	-1.4%	1.3%	1.1	14.3%	34	i
13) COc1ccc(C(=O)/C=C2/C(=O)Nc3ccccc32)c(OC)c1
→ -4.2%	0.6%	52.2*	-53.2%	x	-0.6%	x	-17.7%	49*	x
14) CCC1=NN(C(=O)C(=O)NCCc2ccccc2)C(O)(C(F)(F)F)C1 (stereo not drawn)
→ -8.8%	-0.3%	0.9	-18.3%	0.1%	3.4%	1	9.7%	49	i
15) O=C(COC(=O)c1ccc2c(c1)OCCO2)Nc1cc(S(=O)(=O)N2CCOCC2)ccc1Cl
→ -16.2%	0.5%	1.2	8.5%	-0.8%	-2.7%	1	1.9%	86	i
16) Cc1ccc(-n2nnc(-c3cc4ccccc4n3C)n2)cc1
→ 6.2%	-0.2%	-0.6	-42.5%	-2.2%	0.1%	1.1	-107.2%	49	i
17) CC1Cc2cc(S(=O)(=O)N3CCC(C(=O)N4CCN(c5ccccc5F)CC4)CC3)ccc2N1C(=O)C1CC1 (stereo not drawn)
→ 13.5%	-0.1%	3.8	-21.1%	x	2.3%	x	18.6%	51	x
18) CCOc1ccc(CNC(=O)CCCC(=O)n2nc(C)c3ccccc32)cc1
→ 4.1%	-0.1%	0.1	5.6%	x	-5.3%	x	9.6%	40	x
19) C/C(O)=C(/C=NCC(=O)O)C(=O)Nc1nccs1
→ -37.2%	1.0%	-0.9	7.9%	x	-0.6%	1.1	8.3%	87	i
20) Nc1nc(NC2CCCCC2)nc(NCCO)c1[N+](=O)[O-]
→ -12.7%	-0.1%	-0.5	-9.8%	x	0.5%	x	15.1%	95	x
21) O=C(Oc1ccc(N(C(=O)c2ccncc2)S(=O)(=O)c2ccc(F)cc2)cc1)c1ccncc1
→ 1.6%	-0.4%	-1.3	-8.3%	-11.7%	4.2%	1	7.4%	45	i
22) Cc1ccccc1-c1nc(CS(=O)CC(=O)NCCN2CCOCC2)c(C)o1 (stereo not drawn)
→ -11.1%	-0.1%	-2.2	24.3%	-1.6%	-7.4%	1.1	5.1%	90	i
23) COc1ccc(/C=C2\SC(=S)N(CCCC(=O)N3CCOCC3)C2=O)cc1
→ -16.0%	-0.1%	1.6	-4.7%	x	4.8%	x	-0.9%	74	x
24) O=C1/C(=C/c2ccc(F)cc2)SC(=S)N1CCCC(=O)N1CCCCC1CCO (stereo not drawn)
→ 4.3%	0.4%	8.7	-3.3%	x	-2.6%	x	-11.0%	55	x
25) O=C(NN=C1C2CC3CC1CC(Cl)(C3)C2)c1ccccn1
→ -24.7%	-0.3%	-2.3	-2.7%	-1.5%	-2.1%	1	-3.0%	96	i
26) CC(=O)N(C)c1ccc(N=Cc2c(O)ccc3ccccc23)cc1
→ -23.9%	1.8%	-0.5	-6.4%[20 µM]	x	-6.6%	x	6.8%	62	x
27) O=C(NCc1ccncc1)C(=O)NCC1OCCCN1S(=O)(=O)c1ccc(F)cc1 (stereo not drawn)
→ -23.1%	0.3%	-1.0	21.1%	x	5.4%	x	11.4%	48	x
28) O=c1nc2c(-c3cccc(Br)c3)n[nH]n2c2ccccc12
→ -0.3%	0.0%	-0.1	12.3%	x	-3.5%	x	-40.3%	91	x
29) O=C(Nc1ccccc1C(=O)N1CCCC1)C1CCN(c2ncccn2)CC1
→ -19.5%	-0.2%	0.9	-37.1%	-1.1%	0.3%	1	1.6%	56	i
30) CCOc1cc(/C=C2/NC(=O)N(CC(=O)Nc3cccc(C)c3)C2=O)ccc1O
→ -24.9%	-0.4%	-2.3	8.7%	-1.1%	3.7%	1	6.9%	87	i
31) c1ccc2c(c1)nc(NC1CCCCC1)c1nncn12
→ -10.9%	-0.1%	8.4	-23.6%	x	-3.7%	1.1	10.3%	55	i
32) O=C1N(c2ccc(Cl)cc2)C(c2ccccc2)N2CCCN12 (stereo not drawn)
→ 21.6%	0.0%	1.6	-34.6%	-3.1%	-0.6%	1	-2.2%	43	i
33) COc1ccc(OC)c(NC(=O)c2ccccc2NS(=O)(=O)c2cccc3cccnc23)c1
→ 28.0%	0.8%	1.5	-5.4%	-1.6%	-0.5%	1.3	-7.1%	39	i
34) CC(=O)Nc1ccc2c(c1)n(C)c(=O)n2C
→ -28.1%	-0.1%	-0.2	40.3%	3.0%	-2.8%	1.1	-2.3%	64	i
35) COCCSc1ccccc1C(=O)NCc1ccc(S(N)(=O)=O)cc1
→ 15.3%	0.0%	1.2	-11.6%	0.4%	3.7%	1.1	-4.5%	54	i
36) O=C(O)c1cn(-c2ccccc2)nc1-c1ccncc1
→ -11.0%	-0.1%	-2.5	6.2%	-0.2%	0.2%	1.1	-3.7%	56	i
37) COc1ccccc1OCCCCOc1ccccc1C(C)=O
→ 22.9%	1.7%	1.5	26.3%	-1.2%	0.5%	1.2	21.6%	54	i
38) COc1ccccc1N1CCN(C(=O)CNC(=O)c2ccc(Cl)cc2Cl)CC1
→ -10.8%	-0.1%	0.1	-12.7%	x	0.0%	x	-4.6%	56	x
39) O=C(CCn1c(=O)sc2ccccc21)NCCCn1ccnc1
→ -21.9%	-0.3%	-1.1	10.7%	-1.5%	15.0%	1	-5.2%	52	i
40) COc1ccc(-n2c(C)cc(=O)[nH]c2=O)cc1
→ 2.1%	-0.1%	0.3	17.7%	x	-1.5%	x	1.7%	65	x
41) O=C(CSc1ccc(-c2ccccn2)nn1)Nc1ccc(F)cc1F
→ -3.2%	0.3%	1.0	-35.7%	x	5.5%	x	3.9%	62	x
42) CCn1c(=S)sc2c(=O)n(CC(=O)Nc3cc(OC)ccc3OC)c(C)nc21
→ -17.4%	-0.1%	1.8	-5.4%	x	2.4%	x	-5.8%	60	x
43) COC(=O)CCC(=O)N1CCC(CCC(=O)NCc2ccc(F)cc2)CC1
→ -2.2%	-0.1%	-0.7	-9.2%[20 µM]	x	0.9%	x	5.8%	74	x
44) CS(=O)(=O)Cc1ccc(C(=O)N2CCCC2c2cccs2)cc1 (stereo not drawn)
→ 36.6%	-0.1%	-0.7	-19.2%	x	0.1%	x	-22.3%	52	x

A second format for seven compounds above:
#38 COc1ccccc1N1CCN(C(=O)CNC(=O)c2ccc(Cl)cc2Cl)CC1
#39 O=C(CCn1c(=O)sc2ccccc21)NCCCn1ccnc1
#40 COc1ccc(-n2c(C)cc(=O)[nH]c2=O)cc1
#41 O=C(CSc1ccc(-c2ccccn2)nn1)Nc1ccc(F)cc1F
#42 CCn1c(=S)sc2c(=O)n(CC(=O)Nc3cc(OC)ccc3OC)c(C)nc21
#43 COC(=O)CCC(=O)N1CCC(CCC(=O)NCc2ccc(F)cc2)CC1
#44 CS(=O)(=O)Cc1ccc(C(=O)N2CCCC2c2cccs2)cc1 (stereo not drawn)

| compound no. | 38 | 39 | 40 | 41 | 42 | 43 | 44 |
| --- | --- | --- | --- | --- | --- | --- | --- |
| NOD1 NF-kB reporter | -10.8% | -21.9% | 2.1% | -3.2% | -17.4% | -2.2% | 36.6% |
| GPR55 beta-arrestin | -0.1% | -0.3% | -0.1% | 0.3% | -0.1% | -0.1% | -0.1% |
| NTR1 agonist | 0.1 | -1.1 | 0.3 | 1.0 | 1.8 | -0.7 | -0.7 |
| KOR beta-arrestin-1 | -12.7% | 10.7% | 17.7% | -35.7% | -5.4% | -9.2%[20 µM] | -19.2% |
| CSM14.1 death rescue | x | -1.5% | x | x | x | x | x |
| KOR beta-arrestin-2 | 0.0% | 15.0% | -1.5% | 5.5% | 2.4% | 0.9% | 0.1% |
| TNAP activators | x | 1 | x | x | x | x | x |
| NOD2 inhibition | -4.6% | -5.2% | 1.7% | 3.9% | -5.8% | 5.8% | -22.3% |
| NTR1 agonist cell count 20 µM | 56 | 52 | 65 | 62 | 60 | 74 | 52 |
| Yfh1-off respiration | x | i | x | x | x | x | x |
